Giardia FBPA inh: inhibitors of Giardia lamblia fructose-1,6-bisphosphate aldolase. A8B2U2. purified Giardia FBPA. Potency, µM (doses to about 59.6 µM), for inactives: top-dose activity, negative = inhibition, hits mostly inhibitors. 0.71% of 290,000 active. AID 2451; note: potency is the fitted concentration of half-maximal effect; nearly all actives have a fitted effect of over 55% in size
Target sequence (A8B2U2 whole entry, looked up): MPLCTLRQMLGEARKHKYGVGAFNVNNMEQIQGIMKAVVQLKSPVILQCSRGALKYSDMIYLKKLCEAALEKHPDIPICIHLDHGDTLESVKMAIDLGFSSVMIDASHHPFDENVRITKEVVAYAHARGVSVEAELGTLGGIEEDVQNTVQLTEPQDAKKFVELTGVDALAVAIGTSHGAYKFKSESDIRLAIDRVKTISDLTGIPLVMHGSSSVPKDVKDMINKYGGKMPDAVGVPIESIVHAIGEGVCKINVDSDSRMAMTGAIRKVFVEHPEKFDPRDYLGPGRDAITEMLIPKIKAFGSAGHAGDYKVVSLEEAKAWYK
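40 nM FBPA preincubated 10 min at RT with compound (up to 57.5 uM final), then substrate plus GAPDH/TPI/NAD/arsenate coupling and diaphorase/resazurin added. Fluorescence read after 20 min at RT, 525/598 nm.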
AmpC detergent: blocks E. coli AmpC beta-lactamase in detergent assay | 0.041% of 370,000 active | P00811 | Potency, µM (titrated, usually from 114 µM), for the others: at the highest dose activity change, negative = inhibition, actives largely listed as inhibitors | AmpC hydrolysis of nitrocefin, absorbance 480 nm, 0.01% Triton;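 note: potency is the fitted concentration of half-maximal effect; 0% = no-compound wells and -100% = no-enzyme wells; nearly all actives have a fitted effect of over 25% in size; some results filed as inactive show a strong effect at the top dose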
Target sequence (P00811 whole entry, looked up): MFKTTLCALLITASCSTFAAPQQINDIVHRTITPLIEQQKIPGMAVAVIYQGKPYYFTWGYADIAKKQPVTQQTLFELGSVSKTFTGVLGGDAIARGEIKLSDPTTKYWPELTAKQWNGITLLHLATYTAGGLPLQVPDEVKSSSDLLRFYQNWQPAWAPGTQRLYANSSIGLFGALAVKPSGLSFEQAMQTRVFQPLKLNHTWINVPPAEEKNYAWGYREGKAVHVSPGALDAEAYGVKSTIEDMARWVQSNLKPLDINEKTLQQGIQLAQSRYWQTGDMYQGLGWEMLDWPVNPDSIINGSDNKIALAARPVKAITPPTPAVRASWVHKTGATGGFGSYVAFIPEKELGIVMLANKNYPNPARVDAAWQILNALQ
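AmpC (5.3 nM in the dispensed reagent) in 20 mM phosphate pH 7.0 with 0.01% (detergent screen) or 0.0001% Triton X-100 was preincubated with compounds for 15 min at room temperature. Nitrocefin was then added from an 800 uM solution, and hydrolysis was followed at 480 nm.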
AMA1 RON2 block: inhibitors of Plasmodium falciparum AMA1-RON2 interaction; AlphaScreen AMA1-biotinylated RON2 peptide binding; Potency, µM (series often up to 58.2 µM), without a hit: at the top dose activity change, negative = inhibition, actives largely listed as inhibitors; 0.2% of 360,000 active; AID 720542;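 note: potency is the fitted concentration of half-maximal effect; 0% = vehicle wells and -100% = peptide control; nearly all actives have a fitted effect of over 45% in size; some results filed as inactive show a strong effect at the top dose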
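AMA1 (3D7) with his tag at 25 nM final met compounds first, then biotinylated RON2 peptide at 25 nM; detection used donor plus acceptor beads, 10 µg/mL apiece, read by AlphaScreen after 30 min at room temperature.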
HCMV inh: blocks human cytomegalovirus replication; HFF cells, HCMV-luciferase reporter, 72 h; active compounds read low; activity change, negative = inhibition, % at 57.5 µM; 4.5% of 410,000 active; AID 1259415; in the data active = activity change below about -60%; inconclusive = no clear call, values can overlap the other calls; inactive = above about -39%
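Two-dose cell screen: HFF monolayers treated with compounds and infected with luciferase-expressing HCMV at 1 PFU/cell, 72 h at 37C, then lysed for luciferase measurement.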
AmpC no deterg: blocks E. coli AmpC beta-lactamase in detergent-free assay; AmpC nitrocefin hydrolysis, absorbance 480 nm, 0.0001% Triton; Potency, µM (series often up to 57.1 µM), without a hit: top-dose activity change, negative = inhibition, usual class: inhibitors; 0.52% of 330,000 active;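 note: potency is the fitted concentration of half-maximal effect; plate controls were no compound for no effect and no enzyme for full effect; nearly all actives have a fitted effect of over 20% in size; some results filed as inactive show a strong effect at the top dose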
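20 mM phosphate pH 7.0 + 0.01% (detergent screen) or 0.0001% Triton X-100; 5.3 nM AmpC reagent; cpd preinc 15 min RT; nitrocefin (800 uM stock) to start; A480 q20 s × 4 min; Activity was normalised to no-enzyme and no-compound control wells.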
Sm TGR inh: S. mansoni TGR enzyme inhibition; 3% of 360,000 active; Q962Y6; purified TGR, DTNB reduction, TNB absorbance 405 nm; Potency, µM (titrated, usually from 114 µM), for the others: at the highest dose activity change, negative = inhibition, actives largely listed as inhibitors; note: potency is the fitted concentration of half-maximal effect; nearly all actives have a fitted effect of over 60% in size
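Kinetic colorimetric format: TGR-catalysed, NADPH-driven DTNB reduction monitored via TNB absorbance. Enzyme dispensed at 20 nM; compound exposure 15 min at room temperature before reaction start.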
* hit, by the source's call; u = inconclusive; x = not tested or not shown; [ ] = another dose, or the depositor's remark. Unless noted, calls come from the whole dose curve; as a rule, active = well fitted curve in the direction sought with a large enough effect; inconclusive = small, poorly fitted or top-dose-only effect, or another doubt; inactive = no such curve, though single readings can be large; an effect the other way counts as inactive or inconclusive. Unless noted, % is set by controls: 0 for no effect and ±100 for the full control effect. An unsorted share of the library; 7.8% or so of the library scored in one or more.

nr	compound	Giardia FBPA inh	AmpC detergent	AMA1 RON2 block
1	O=C(CCc1nnc(-c2ccc3c(c2)OCO3)o1)N1CCC(c2ccc(F)cc2)C1 (stereo unspecified)	-3%	7%	-19%
2	O=C1CN(C(=O)CCCc2c[nH]c3ccccc23)c2ccccc2N1	-18%	u	83%[activator]
3	CCOC(=O)C(=N/O)/C(C)=N/NC(=O)C(=O)Nc1ccc(Cl)cc1	-6%	-9%	116%[activator]
4	COc1ccc(-c2csc(N(CCCN3CCOCC3)C(=O)c3ccco3)n2)cc1	-10%	-8%	u
5	CCOc1ccccc1/C=C(/NC(=O)c1ccccc1)C(=O)NCC(=O)O	5%	-8%	-19%
6	CC(C)[C@H](NC(=O)[C@@H]1CSC2c3ccccc3C(=O)N21)C(=O)NC1CCCCC1 (stereo partly specified)	x	2%	-7%
7	Cc1ccc[n+](CC(=O)Nc2cc(C(F)(F)F)ccc2Cl)c1	2%	0%	-5%
8	CC(OC(=O)c1ccc(NC(=O)CC#N)cc1)C(=O)Nc1ccc(Oc2ccccc2)cc1 (stereo unspecified)	x	7%	x
9	CC1=CC(C)C2(CO)COC(c3cccnc3)C1C2C (stereo unspecified)	3%	5%	-13%
10	CC(=O)Nc1ccc2nc(NC(=O)c3ccc([N+](=O)[O-])s3)sc2c1	14%	-3%	x
11	C=CCn1c(C)cc(C(=O)COc2ccc(S(=O)(=O)N3CCCC3)cc2[N+](=O)[O-])c1C	1%	-10%	-15%
12	CCc1nc2cccnc2n1-c1ccc(CC(=O)Nc2c(C)cccc2C)cc1	x	-3%	x

nr	HCMV inh	AmpC no deterg	Sm TGR inh
1	5	102%[activator]	-21%
2	8	-19%	0%
3	-37	-19%	14%
4	24	145%[activator]	0%
5	-14	-17%	-14%
6	9	8%	1%
7	-22	u	-16%
8	4	6.3µM*	-14%
9	-28	-12%	6%
10	x	-22%	-13%
11	-15	-14%	-24%
12	0	x	-1%

Part of the list above, reduced to AmpC no deterg and AmpC detergent.
| entry | SMILES | AmpC no deterg | AmpC detergent |
| --- | --- | --- | --- |
| 1 | O=C(CCc1nnc(-c2ccc3c(c2)OCO3)o1)N1CCC(c2ccc(F)cc2)C1 (stereo unspecified) | 102%[activator] | 7% |
| 8 | CC(OC(=O)c1ccc(NC(=O)CC#N)cc1)C(=O)Nc1ccc(Oc2ccccc2)cc1 (stereo unspecified) | 6.3µM* | 7% |

New compounds follow.
nr	compound	Giardia FBPA inh	AmpC detergent	AMA1 RON2 block
13	COc1ccc(CNC(=O)C(=O)NCC2OCCN2S(=O)(=O)c2ccc3c(c2)OCCO3)cc1 (stereo unspecified)	6%	u	1%
14	Cc1cc2oc(=O)cc(CN3CCCCC3)c2cc1C(C)C	15%	u	-20%
15	COCCNC(=O)C1CC(c2ccc(F)cc2)=NO1 (stereo unspecified)	8%	u	8%
16	COC(=O)CN1C(=O)CSc2ccc(S(=O)(=O)Nc3ccc(F)c(Cl)c3)cc21	x	15%	x
17	Cc1cc(C(=O)OCC(=O)N2CCC(c3ccccc3)=N2)ccc1[N+](=O)[O-]	x	0%	-5%
18	O=C(Cc1ccccc1)N/N=C/c1cccn1-c1ccc([N+](=O)[O-])cc1	21%	-3%	-10%
19	O=C(NCCc1ccc(C(F)(F)F)cc1)C1COc2ccccc2O1 (stereo unspecified)	5%	0%	7%
20	CCOC(=O)C1C(c2ccccc2)C(C(=O)OCC)C1c1ccccc1 (stereo unspecified)	6%	u	5%
21	Cc1ccc(COC(=O)c2ccc3c(c2)C(=O)N(CCCN2CCOCC2)C3=O)cc1	4%	2%	-2%
22	O=C(CN1CCN(C2CCCCC2)C(=O)C1=O)Nc1ccc(Cl)cc1	x	18%	x
23	CCCc1cc(CNC(=O)C2CCC(=O)N(Cc3ccccc3F)C2)on1 (stereo unspecified)	x	5%	-7%
24	CC(c1ccccc1)N1CC(C(=O)Nc2nccs2)CC1=O (stereo unspecified)	5%	-9%	-15%

nr	HCMV inh	AmpC no deterg	Sm TGR inh
13	-13	-1%	-2%
14	-36	-7%	-22%
15	-2	-17%	9%
16	-7	x	-2%
17	-27	-16%	-5%
18	-17	-42%	-3%
19	u	35%	-10%
20	60	-15%	2%
21	-5	135%[activator]	10%
22	-4	x	1%
23	-31	-10%	3%
24	-1	-11%	0%

Going on with the list.
nr	compound	Giardia FBPA inh	AmpC detergent	AMA1 RON2 block
25	CCCOc1ccc(-c2c(C(=O)N/N=C/c3ccccc3OCC)nnn2-c2nonc2N)cc1	x	-5%	19%
26	c1ccc(Oc2cccc(OCCCCSc3ncccn3)c2)cc1	0%	-2%	348%[activator]
27	COc1ccc(/C=N/N=C2\SC(CC(=O)O)C(=O)N2c2ccccc2)cc1 (stereo unspecified)	8%	3%	12%
28	Cc1cccc(-n2nc([N+](=O)[O-])c(=NCc3cccnc3)n2O)c1	-7%	-9%	16%
29	COCCNCCCOc1ccc(Cl)cc1Br	u	-9%	0%
30	NC(=O)c1nsc(C(=O)N(c2ccccc2)C(C(=O)NCc2ccc(F)cc2)c2ccc(O)cc2)c1N (stereo unspecified)	-2%	-4%	-9%
31	Cc1ccc(NC(=O)c2nc[nH]c2C(=O)NC2CCN(C(=O)OC(C)(C)C)CC2)cc1	x	x	9%
32	Cc1ccccc1C(=O)Nc1nnc(S(=O)(=O)N(C)c2ccc(Cl)cc2)s1	x	-6%	x
33	CCCOc1ccc(CC2CCC(=O)NC2=O)cc1 (stereo unspecified)	4%	2%	5%
34	COC(=O)c1ccc(-c2nc3ccccc3[nH]2)cc1	0%	u	-2%
35	COc1cc(CNCC2CCCO2)ccc1OCC(N)=O (stereo unspecified)	2%	-6%	0%
36	O=C(NC1CC1)c1scc2c1OCCO2	0%	-4%	35%[activator]

nr	HCMV inh	AmpC no deterg	Sm TGR inh
25	-17	-18%	11%
26	26	-9%	-2%
27	-37	-23%	-3%
28	-17	-16%	-20%
29	-18	10%	x
30	-24	-42%	5%
31	9	-12%	x
32	u	x	-9%
33	-69*	-10%	-24%
34	58	-30%	-7%
35	12	-15%	x
36	-15	-9%	5%

A draw from above in order of count of non-hydrogen atoms, lowest first.
nr	compound	Giardia FBPA inh	AmpC detergent	AMA1 RON2 block
33	CCCOc1ccc(CC2CCC(=O)NC2=O)cc1 (stereo unspecified)	4%	2%	5%
35	COc1cc(CNCC2CCCO2)ccc1OCC(N)=O (stereo unspecified)	2%	-6%	0%
28	Cc1cccc(-n2nc([N+](=O)[O-])c(=NCc3cccnc3)n2O)c1	-7%	-9%	16%
32	Cc1ccccc1C(=O)Nc1nnc(S(=O)(=O)N(C)c2ccc(Cl)cc2)s1	x	-6%	x
30	NC(=O)c1nsc(C(=O)N(c2ccccc2)C(C(=O)NCc2ccc(F)cc2)c2ccc(O)cc2)c1N (stereo unspecified)	-2%	-4%	-9%

nr	HCMV inh	AmpC no deterg	Sm TGR inh
33	-69*	-10%	-24%
35	12	-15%	x
28	-17	-16%	-20%
32	u	x	-9%
30	-24	-42%	5%

Other records.
nr	compound	Giardia FBPA inh	AmpC detergent	AMA1 RON2 block
37	COc1ccc(S(=O)(=O)N2CCOCC2)cc1NC(=O)COC(=O)C1CCC1	x	5%	-5%
38	Cc1ccnc(NC2(C(F)(F)F)N=C(c3ccccc3)NC2=O)c1 (stereo unspecified)	1%	-11%	4%
39	CC(C)(C)NC(=O)CN(C(=O)CNS(=O)(=O)c1ccc(Cl)cc1)c1ccc2c(c1)OCCO2	0%	u	-1%
40	Cc1cc(C)c2c(=O)cc(C(=O)NCc3ccccc3)oc2c1	10%	-6%	28%
41	Cc1cc(C)nc(N/C(=N\S(=O)(=O)Cc2ccccc2)Nc2ccc(F)c(Cl)c2)n1	3%	u	2%
42	COc1ccc(NC(=O)N(C)C[C@H]2Oc3ccc(NS(=O)(=O)c4cccs4)cc3C(=O)N([C@@H](C)CO)C[C@@H]2C)cc1	x	x	-3%
43	C/C=C/CC#N	x	-7%	3%
44	CC(C)(CNC(=O)c1ccc(-c2cccc(C(F)(F)F)c2)o1)N1CCOCC1	x	-2%	-25%
45	Cc1csc(NC(=O)CN2C(=O)COc3ccc(Cl)cc32)n1	x	1%	-9%
46	COc1cccc(CN2C(=NC(=O)C3CC3)SC3CS(=O)(=O)CC32)c1 (stereo unspecified)	x	-12%	2%
47	CC(C)C1CC(CCNCc2ccc(N(C)C)cc2)(c2ccccc2)CCO1 (stereo unspecified)	5%	-4%	u
48	CCOc1ccc(CN(C)Cc2cc(=O)oc3cc(C)c(Cl)cc23)cc1	5%	-2%	5%

nr	HCMV inh	AmpC no deterg	Sm TGR inh
37	u	26%	7%
38	2	-16%	0%
39	-2	27%	-9%
40	28	12%	2%
41	-7	-26%	0%
42	9	7%	x
43	-1	-2%	0%
44	-27	164%[activator]	-27%
45	u	-14%	6%
46	0	-10%	-4%
47	u	2%	-8%
48	u	-28%	2%

Remaining list, next part:
nr	compound	Giardia FBPA inh	AmpC detergent	AMA1 RON2 block
49	Cc1ccccc1NC(=O)CSc1nnc(C2CC2)n1CC1CCCO1 (stereo unspecified)	4%	-12%	10%
50	Cc1cccc(OCC(=O)Nc2cc(C)ccc2O)c1	-3%	-11%	5%
51	CCC(Sc1nc2ccncc2[nH]1)C(=O)Nc1ccc(C)c(Cl)c1 (stereo unspecified)	u	-11%	0%
52	Cc1ccc(S(=O)(=O)N2CCN(C(=O)c3ccc(N4CCCC4)c([N+](=O)[O-])c3)CC2)cc1	x	-5%	u
53	Cc1nc2ccc(Cl)cc2nc(C)/c1=N\O	14µM*	u	1%
54	Cn1ccnc1SCc1ccc([N+](=O)[O-])cc1	-10%	2%	-7%
55	O=C(/C=C/c1c(F)cccc1Cl)Nc1nc2ccccc2[nH]1	3%	-3%	42%[activator]
56	CCOc1ccc2nc(NC(=O)c3nc(SC(C)C)ncc3Cl)sc2c1	x	5%	x
57	C=CCOc1ccc(CC2C(=O)N(C)C(=O)N(C)C2=O)cc1	-1%	-2%	10%
58	COc1cccc(-n2c(SCC(=O)N3CCOCC3)nnc2-c2c[nH]c3ccccc23)c1	-26%	-16%	0%
59	Cc1occc1C(=O)NC(C)c1ccc2c(c1)OCO2 (stereo unspecified)	6%	0%	-8%
60	CC(NC(=O)c1cc2sccc2n1C)c1ccc2c(c1)OCCO2 (stereo unspecified)	-30%	-8%	u
61	COc1ccccc1NS(=O)(=O)c1cccc(C(=O)N/N=C/c2ccc(C)o2)c1	-10%	5%	96%[activator]

nr	HCMV inh	AmpC no deterg	Sm TGR inh
49	-19	-11%	-2%
50	95	-25%	12%
51	65	-13%	11%
52	-5	55%	2%
53	43	-33%	u
54	-37	-1%	-25%
55	41	-9%	3%
56	-17	x	2%
57	0	10%	25µM*
58	-1	35%	-24%
59	-19	-12%	-29%
60	u	-5%	0%
61	-3	u	u

Screens: PubChem, National Center for Advancing Translational Sciences (NCATS)
